# RAD54 inh: inhibitors of human RAD54 branch migration, primary screen, biochemical, fluorescence, single point; RAD54 Holliday junction branch migration, FAM/BHQ fluorescence; actives 0.14% (n = 360,000); inhibition, % at 10.4 µM;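 active = mean normalized replicate activity at least 40 and at least half of replicates scoring 40 or more; inconclusive = only one of the two criteria met; inactive = mean below 40 and under half of replicates reaching 40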;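 note: 0% = median of neutral control wells and 100% = median of positive control wells; inhibitors cause a drop in the FAM fluorescence signal; in these data hits start at about 50%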
# ERp5 inh: inhibitors of ERp5-driven insulin aggregation, primary screen, biochemical, turbidity, absorbance 650 nm, single point | Protein disulfide-isomerase A6 (Homo sapiens), Q15084 | 90 min | inhibition, % at 9.99 µM | actives 0.05% (n = 350,000) | AID 651711, 2012;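 active = mean replicate inhibition above about 25%, with every replicate also reaching it, limit read from the data, passing the limit was not always enough; inconclusive = only one of those two criteria met; inactive = neither criterion met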
# Target sequence (Q15084 whole entry, looked up): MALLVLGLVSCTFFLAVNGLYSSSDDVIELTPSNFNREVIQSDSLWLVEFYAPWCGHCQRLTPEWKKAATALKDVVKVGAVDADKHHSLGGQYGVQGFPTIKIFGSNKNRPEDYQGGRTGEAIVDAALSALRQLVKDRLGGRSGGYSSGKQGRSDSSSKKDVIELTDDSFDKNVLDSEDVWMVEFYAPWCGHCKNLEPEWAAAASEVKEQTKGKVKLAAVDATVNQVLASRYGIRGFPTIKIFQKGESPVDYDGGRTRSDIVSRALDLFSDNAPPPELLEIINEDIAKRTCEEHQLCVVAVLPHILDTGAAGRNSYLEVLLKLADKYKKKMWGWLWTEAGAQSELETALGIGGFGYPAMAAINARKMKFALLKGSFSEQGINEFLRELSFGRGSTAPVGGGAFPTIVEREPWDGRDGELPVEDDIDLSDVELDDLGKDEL
# S100A4 inh HTS: inhibitors of S100A4-myosin IIA peptide binding, primary screen, biochemical, fluorescence polarization, TAMRA-MyoIIA peptide | inhibition, % at 10.7 µM | Protein S100-A4 (Homo sapiens), P26447 | actives 0.14% (n = 360,000);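 active = mean inhibition of at least 70% across replicates, with every replicate also reaching that level; inconclusive = mean inhibition reaches 70% but some replicates fall short; inactive = mean inhibition below 70%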
#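 Material: human S100A4 monomer with TAMRA-labelled myosin IIA peptide; buffer or medium: HEPES pH 7.2 with CaCl2, KCl, NaCl, DTT, Triton; compound dosing: one concentration per compound; schedule: 5 min incubation before reading; benchmarks: neutral control DMSO, positive control TFP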
# E-selectin induc: E-selectin induction in HUVECs, primary screen, imaging, HUVEC, immunofluorescence imaging, single point | P16581 | normalized: neutral wells 0, TNF-alpha wells 100 | activation, % at 7.58 µM | actives 0.37% (n = 260,000) | AID 686992, 2013;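 active = mean E-selectin-positive cell signal at least 10% of the positive control, reached in at least 60% of replicates, without over 20% cell loss; inconclusive = no rule given, readout overlaps actives, possibly toxicity-flagged; inactive = the rest, including those meeting only one limit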;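 note: in these data hits start at about 27%; measured in HUVEC primary endothelial cells; signal is the percent of cells scored E-selectin positive by PE staining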
# Target sequence (P16581 whole entry, looked up): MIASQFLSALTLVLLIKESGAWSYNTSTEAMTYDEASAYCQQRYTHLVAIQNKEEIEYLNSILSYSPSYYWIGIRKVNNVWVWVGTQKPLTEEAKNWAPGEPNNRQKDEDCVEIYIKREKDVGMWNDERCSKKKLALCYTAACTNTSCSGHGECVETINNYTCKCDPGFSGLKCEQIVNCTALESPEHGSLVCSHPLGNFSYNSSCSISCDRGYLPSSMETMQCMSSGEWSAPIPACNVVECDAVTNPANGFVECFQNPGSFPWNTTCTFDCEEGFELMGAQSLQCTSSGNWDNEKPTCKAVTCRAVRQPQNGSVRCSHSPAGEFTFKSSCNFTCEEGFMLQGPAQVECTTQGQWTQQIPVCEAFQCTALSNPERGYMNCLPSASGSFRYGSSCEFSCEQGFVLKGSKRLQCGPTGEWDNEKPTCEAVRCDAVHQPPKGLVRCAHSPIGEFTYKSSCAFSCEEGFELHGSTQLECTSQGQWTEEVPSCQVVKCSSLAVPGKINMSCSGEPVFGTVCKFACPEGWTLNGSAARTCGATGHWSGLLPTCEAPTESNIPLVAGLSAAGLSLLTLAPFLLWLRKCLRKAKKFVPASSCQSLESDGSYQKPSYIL
#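 Material: HUVEC primary endothelial cells; Amount: 3,000 cells per well; Dosing: single concentration; Medium: EGM-2 growth medium on 0.1% gelatin-coated wells; Read-out basis: percent E-selectin-positive cells; Signal: immunofluorescence imaging; Control set: TNF-alpha, DMSO.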
# esBAF inh: Bmi1 luciferase reporter increase in mESCs, primary screen, esBAF inhibitor project, mouse ES cells, Bmi1 luciferase knock-in, single point | 24 h; 100% = twice the neutral-well signal | reporter increase, % at 12.5 µM | actives 2% (n = 350,000); in the data active = activation above about 40%; inconclusive = no clear call, values can overlap the other calls;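 note: 0% = median of the plate's neutral control wells and 100% = double that signal; a rise in the Bmi1 reporter signal indicates esBAF inhibition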
# RAD52 inh: RAD52 DNA annealing inhibitors, primary screen, biochemical, FRET, single point, set 2; actives 0.46% (n = 360,000); recombinant RAD52 DNA annealing, FRET fluorescence; DNA repair protein RAD52 homolog (Homo sapiens), P43351; inhibition, % at 18.7 µM;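 active = every replicate showing at least 50% inhibition; inconclusive = mean inhibition at least 50% but not in every replicate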
# XiGFP reactiv: activators of inactive X chromosome reactivation, primary screen, imaging, XiGFP fibroblasts, GFP high-content imaging, set 2 | XiGFP mouse fibroblasts, % GFP-positive cells imaging, 3 d; cells co-treated with 5-aza-dC sensitizer; scaled so ellipticine positive control = 100% | activation, % at 7.58 µM | actives 0.055% (n = 360,000);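 active = mean normalized replicate activation at least 10% and every replicate at or above 10%; inconclusive = only one of the two criteria met; inactive = mean below 10% and not all replicates reach 10%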;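 note: 0% = median of on-plate neutral control wells and 100% = ellipticine 6 µM median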
#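 Material: SV40-immortalized XiGFP fibroblast cells, line 68-5-11 | Buffer or medium: DMEM containing 5-aza-dC | Dosing: One concentration, pinned | Times: 3 d treatment, 15 min room-temperature fixation | Controls: Ellipticine 6 µM positive control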
# ERAP1 inh: human ERAP1 aminopeptidase inhibitors, primary screen, biochemical, single point, plate reader; Endoplasmic reticulum aminopeptidase 1 (Homo sapiens), Q9NZ08; recombinant ERAP1, Leu-AMC fluorescence, 60 min; inhibition, % at 10.7 µM; actives 0.15% (n = 340,000); AID 652197, 2013;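 active = mean replicate inhibition of at least 30%, or all replicates individually reaching that 30% level; inactive = mean below 30% and not every replicate reaching it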;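 note: 0% = neutral control wells and 100% = L-leucinethiol positive control wells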
# Starred values were filed as active, the others as inactive; ? = inconclusive; . = no result given. Hits appear at their usual frequency; about 2.5% have a hit in one of these screens.
no.	molecule	RAD54 inh	ERp5 inh	S100A4 inh HTS	E-selectin induc	esBAF inh	RAD52 inh	XiGFP reactiv	ERAP1 inh
1	CCCNC(=O)N1CCC(c2ccc3c(c2)OCO3)CC1	3	-1	-2	.	-1	-8	-0.1	1
2	NC(=O)CN1C(=O)C(=O)N(Cc2ccc(Cl)cc2)C1=O	.	4	2	.	.	9	0.0	1
3	C/C(=N\NC(=O)c1ccc(-c2ccccc2)cc1)c1ccco1	-8	1	4	-0.1	23	-32	0.0	-6
4	CCCCCC(=O)Nc1nc(C)c(-c2csc(Nc3cc(Cl)ccc3C)n2)s1	14	-5	0	0.3	-12	-23	0.0	1
5	CCOC(=O)CC(NS(=O)(=O)c1ccc2[nH]cc(C(=O)O)c(=O)c2c1)c1ccc(OCC)c(OC)c1 (configuration not stated)	-9	2	1	.	-5	-9	0.0	2
6	O=C(CCn1nnc2ccccc21)OCC(=O)c1ccc(F)cc1	.	-2	2	0.0	2	-6	-0.1	-3
7	C[C@@H]1CN([C@@H](C)CO)C(=O)c2cccc(NC(=O)Nc3ccc(F)cc3)c2O[C@@H]1CN(C)CC1CC1	-3	0	0	0.1	-2	26	0.1	-3
8	COc1ccc(/C=C/c2c(-c3ccc(OC)cc3)sc3cc(OC)c(OC)cc23)cc1	-15	1	-1	-3.7	-5	-3	0.1	.
9	COc1cccc(C(=O)NCCN2CCN(c3ccccc3)CC2)c1	-7	1	-45	.	-1	-22	0.0	3
10	CCC(C)[C@H](N)c1cn([C@@H](Cc2cc3ccccc3[nH]2)C(=O)N2CCNCC2)nn1 (some centres not stated)	12	2	5	0.5	-3	96*	0.0	6
11	Cc1ccc(-c2nnc(Cc3ccc([N+](=O)[O-])cc3)o2)cc1	0	2	0	?	-5	-32	0.1	.
12	O=C1CCCn2cc(nn2)COC[C@H](Cc2ccccc2)N1	.	1	-8	0.0	.	14	0.1	3
13	CCOCc1cc(=O)[nH]c(SC)n1	6	2	5	26	-3	-4	-0.1	0
14	COc1ccc(-n2c(-c3ccc(Cl)cc3Cl)n[nH]c2=S)c(OC)c1	2	-8	-2	0.0	0	-11	0.2	0
15	Cc1cc(C(=O)CCl)c(C)n1CCc1ccc(Cl)cc1	-1	1	1	-1.0	0	-22	0.3	-4
16	COCCCn1c(C(=O)NC2CCCCC2)cc2c(=O)n3cccc(C)c3nc21	-1	-7	-3	0.8	-9	-11	0.0	2
17	Cn1c(=O)oc2cc(S(=O)(=O)N3CCN(c4ccccn4)CC3)ccc21	-4	0	-3	0.4	0	5	0.7	0
18	O=C(Nc1ccccc1)c1nc[nH]c1C(=O)NCCCCCCNC(=O)c1[nH]cnc1C(=O)Nc1ccccc1	1	-1	6	1.2	6	3	-0.1	0
19	CCCCN1C(=O)C(CC(=O)NCCc2ccccn2)CC(C(=O)N2CCCCCC2)=C1C (configuration not stated)	.	0	1	0.0	.	-8	-0.1	1
20	C[C@@H]1CN([C@@H](C)CO)C(=O)c2cccc(NS(=O)(=O)c3ccccc3)c2O[C@H]1CN(C)C(=O)Nc1ccc(F)cc1	-6	4	2	-0.3	7	5	0.0	1
21	CC(C)C#Cc1ccc2c(c1)O[C@@H](CN(C)C(=O)c1ccccc1)[C@@H](C)CN([C@@H](C)CO)S2(=O)=O	0	9	16	-0.1	7	4	0.0	0
22	CCOC(=O)c1cccc(NC(=O)CSc2nnc(COc3ccccc3C)o2)c1	2	4	0	.	-5	-5	.	-1
23	C[C@@H]1CN([C@H](C)CO)C(=O)c2cc(NC(=O)C3CC3)ccc2O[C@@H]1CN(C)CC1CCCCC1	-25	11	1	-0.3	-2	3	-1.2	0
24	N#Cc1ccc(COC(=O)c2cnc3ccccc3n2)cc1	-13	-1	-1	3.1	2	-7	0.3	12
25	COc1ccc(N(CC(=O)N2CCCCC2)S(=O)(=O)c2c(C)nn(C)c2C)cc1	-3	-9	5	0.4	-5	-13	0.0	3
26	Nc1nc(-c2ccccc2)nc2nonc12	-6	0	2	.	15	-5	0.0	4
27	O=C(Nc1cc(NC(=O)c2ccccc2F)ccc1Cl)c1ccccc1	5	1	0	0.0	7	-16	0.0	1
28	FC(F)(F)c1cccc(-c2cc(C3CCNCC3)[nH]n2)c1	5	3	-5	21	-7	18	0.0	3
29	O=C(Nc1ccccc1Cl)C1CCN(S(=O)(=O)c2cccc3nonc23)CC1	4	1	3	0.3	0	-15	0.3	4
30	CCOC(=O)C(C#N)(Cc1ccc2ccccc2n1)Cc1ccc2ccccc2n1	-5	-5	-6	-0.1	0	-34	0.4	2
31	CC12CCC(=O)N1C(C(=O)Nc1cccc(F)c1)CS2 (configuration not stated)	3	7	-5	-0.1	-7	-12	-0.1	1
32	COC(=O)[C@H](Cc1ccccc1)N(Cc1ccccc1)S(=O)(=O)N(Cc1ccccc1)[C@@H](Cc1ccccc1)C(=O)OC	4	7	-4	-0.3	1	-16	-0.1	-3
33	COc1cc(NS(=O)(=O)c2csc(C(N)=O)c2)cc(OC)c1	-5	2	7	9.1	0	-14	0.2	1
34	CC1CCN(c2nc3c(c(=O)[nH]c(=O)n3C)n2CC(C)CSc2nnnn2-c2ccccc2)CC1 (configuration not stated)	-4	2	0	-1.0	.	-14	0.0	3
35	COC/C=C/C1=CC2=CC(=O)C(C)(OC(=O)c3cnc4ccccc4n3)C(=O)C2=CN1Cc1ccccc1 (configuration not stated)	-1	-4	-1	0.5	1	-12	0.0	-1
36	Cc1cccn2c(=O)c(/C=C(\C#N)S(=O)(=O)c3ccccc3)c(N3CCCCC3)nc12	0	1	-5	-0.1	.	-121	0.0	-3

# Some of the entries above in a different format:
25) COc1ccc(N(CC(=O)N2CCCCC2)S(=O)(=O)c2c(C)nn(C)c2C)cc1
26) Nc1nc(-c2ccccc2)nc2nonc12
27) O=C(Nc1cc(NC(=O)c2ccccc2F)ccc1Cl)c1ccccc1
28) FC(F)(F)c1cccc(-c2cc(C3CCNCC3)[nH]n2)c1
29) O=C(Nc1ccccc1Cl)C1CCN(S(=O)(=O)c2cccc3nonc23)CC1
30) CCOC(=O)C(C#N)(Cc1ccc2ccccc2n1)Cc1ccc2ccccc2n1
31) CC12CCC(=O)N1C(C(=O)Nc1cccc(F)c1)CS2 (configuration not stated)
32) COC(=O)[C@H](Cc1ccccc1)N(Cc1ccccc1)S(=O)(=O)N(Cc1ccccc1)[C@@H](Cc1ccccc1)C(=O)OC
screen / no.,25,26,27,28,29,30,31,32
RAD54 inh,-3,-6,5,5,4,-5,3,4
ERp5 inh,-9,0,1,3,1,-5,7,7
S100A4 inh HTS,5,2,0,-5,3,-6,-5,-4
E-selectin induc,0.4,.,0.0,21,0.3,-0.1,-0.1,-0.3
esBAF inh,-5,15,7,-7,0,0,-7,1
RAD52 inh,-13,-5,-16,18,-15,-34,-12,-16
XiGFP reactiv,0.0,0.0,0.0,0.0,0.3,0.4,-0.1,-0.1
ERAP1 inh,3,4,1,3,4,2,1,-3

33) COc1cc(NS(=O)(=O)c2csc(C(N)=O)c2)cc(OC)c1
34) CC1CCN(c2nc3c(c(=O)[nH]c(=O)n3C)n2CC(C)CSc2nnnn2-c2ccccc2)CC1 (configuration not stated)
35) COC/C=C/C1=CC2=CC(=O)C(C)(OC(=O)c3cnc4ccccc4n3)C(=O)C2=CN1Cc1ccccc1 (configuration not stated)
36) Cc1cccn2c(=O)c(/C=C(\C#N)S(=O)(=O)c3ccccc3)c(N3CCCCC3)nc12
screen / no.,33,34,35,36
RAD54 inh,-5,-4,-1,0
ERp5 inh,2,2,-4,1
S100A4 inh HTS,7,0,-1,-5
E-selectin induc,9.1,-1.0,0.5,-0.1
esBAF inh,0,.,1,.
RAD52 inh,-14,-14,-12,-121
XiGFP reactiv,0.2,0.0,0.0,0.0
ERAP1 inh,1,3,-1,-3

# Single records (already shown). Order of screens: RAD54 inh	ERp5 inh	S100A4 inh HTS	E-selectin induc	esBAF inh	RAD52 inh	XiGFP reactiv	ERAP1 inh
# `COc1cc(NS(=O)(=O)c2csc(C(N)=O)c2)cc(OC)c1` across the screens: -5	2	7	9.1	0	-14	0.2	1
# `FC(F)(F)c1cccc(-c2cc(C3CCNCC3)[nH]n2)c1` across the screens: 5	3	-5	21	-7	18	0.0	3

# Remaining list, next part:
no.	molecule	RAD54 inh	ERp5 inh	S100A4 inh HTS	E-selectin induc	esBAF inh	RAD52 inh	XiGFP reactiv	ERAP1 inh
37	C[C@@H]1CN([C@H](C)CO)C(=O)c2cccc(NC(=O)CCCCCC(=O)Nc3ccccc3N)c2O[C@H]1CN(C)Cc1ccccc1	.	-2	-4	0.0	.	0	0.2	-2
38	O=C(NCc1ccccc1F)c1ccc(S(=O)(=O)NCc2ccco2)cc1	3	8	-1	0.1	12	-12	0.0	1
39	C[C@H]1CN([C@@H](C)CO)C(=O)c2c(c3ccccc3n2C)-c2ccccc2CO[C@H]1CN(C)C	4	-4	8	0.0	-7	17	-0.2	-2
40	O=C1C=C(c2cccc(Cl)c2)C[C@@H](c2ccc(Cl)cc2)C1	7	3	-2	0.6	4	4	-0.3	-1
41	Cc1ccc2oc(C(=O)Nc3ccc(S(=O)(=O)Nc4onc(C)c4C)cc3)cc(=O)c2c1	2	4	0	.	-1	-5	0.1	2
42	C[C@@H]1CN([C@@H](C)CO)C(=O)c2cccc(NC(=O)CCCCCC(=O)Nc3ccccc3N)c2O[C@H]1CN(C)Cc1ccncc1	.	-1	3	-1.4	.	-3	0.2	-2
43	O=C(NN=Cc1cccc2ccccc12)C(=O)NN=Cc1cccc2ccccc12	0	1	8	-0.1	-4	-7	0.1	-6
44	O=C(c1cccc(F)c1)N1CCCc2ccccc21	1	-11	0	0.1	-3	-17	0.2	-2
45	CCSC1=N/C(=C\c2ccccc2)C(=O)N1c1ccc(OC)cc1	.	-10	-3	7.3	2	4	0.2	-2
46	Cc1cccc(C)c1N(CC(=O)N1CCN(c2ccccc2F)CC1)S(C)(=O)=O	.	-3	17	-0.4	.	0	0.1	1
47	CC1(C(=O)NCc2ccc3c(c2)OCO3)CCN1C(=O)Cc1cccs1 (configuration not stated)	-12	1	1	0.0	-7	-4	0.1	5
48	CN(C(=O)COC(=O)c1cc(S(=O)(=O)N2CCCCC2)ccc1Cl)c1ccccc1	-10	4	-1	0.0	-2	1	0.0	1
49	CN1C(=O)NC(c2cccc([N+](=O)[O-])c2)C2=C1CCCC2=O (configuration not stated)	-3	3	-5	.	0	-20	0.0	1
50	CC1CN(C(=O)C(C)OC(=O)c2ccc3ncsc3c2)CC(C)O1 (configuration not stated)	-8	17	-2	.	2	9	-0.1	0
51	Cc1cc(C(=O)N2CCCC(C(=O)c3ccc(Cl)cc3C)C2)no1 (configuration not stated)	8	1	-6	-0.4	-4	-6	0.2	2

# Compound activity (PubChem BioAssay)
